High-throughput results deposited in PubChem BioAssay by several laboratories.
bIAP act = intestinal alkaline phosphatase (bovine) activation. purified bovine IAP, CDP-star luminescence, 30 min; active compounds read high; fold of DMSO-control signal, blank-subtracted. activation factor at 20 µM. hit rate 0.17% among 200,000;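 active = activation factor of 2 or more at 20 µM, a signal rise over negative controls twice the positive control's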
RAM network inh = yeast RAM network inhibition | S. cerevisiae dse1pr::URA3 reporter, 5-FOA growth OD615, 2 d; analog-sensitive cbk1-as2 kinase mutant strain | inhibition, % at 50 µM | hit rate 1.8% among 190,000;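 active = inhibition above a set limit, 3 SD over mean compound inhibition, cut at about 8.4% in these data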;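 also: 0% = DMSO-only wells with no growth and 100% = 10 µM 1-NA-PP1 full growth; inhibition rescues growth on 5-FOA so higher OD means more RAM inhibition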
bIAP inh = intestinal alkaline phosphatase (bovine) inhibition | purified bovine IAP, CDP-star luminescence, 30 min | inhibition, % at 20 µM | 190,000 tested, under 10 active | AID 1019;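 active = over 50% inhibition of intestinal alkaline phosphatase at 20 µM in the single-dose screen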
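System: Purified bovine intestinal alkaline phosphatase (IAP) enzyme | Input: IAP diluted 1/65,000,000 in the well | Also added: CDP-star chemiluminescent phosphatase substrate, 30 µM final | Dosing: 20 µM single dose | Times: Enzyme reaction for 30 min at room temperature | Detection: Luminescence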
TNAP act hi DEA = TNAP (human) activation, high acceptor; 200,000 tested, under 10 active; purified TNAP, CDP-star luminescence, 1 M DEA, 30 min; active compounds read high; 0 = EDTA background, 1 = DMSO-only activity; activation factor at 20 µM;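 active = activation factor at least 2 at 20 µM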
Target sequence (P05186 whole entry, looked up): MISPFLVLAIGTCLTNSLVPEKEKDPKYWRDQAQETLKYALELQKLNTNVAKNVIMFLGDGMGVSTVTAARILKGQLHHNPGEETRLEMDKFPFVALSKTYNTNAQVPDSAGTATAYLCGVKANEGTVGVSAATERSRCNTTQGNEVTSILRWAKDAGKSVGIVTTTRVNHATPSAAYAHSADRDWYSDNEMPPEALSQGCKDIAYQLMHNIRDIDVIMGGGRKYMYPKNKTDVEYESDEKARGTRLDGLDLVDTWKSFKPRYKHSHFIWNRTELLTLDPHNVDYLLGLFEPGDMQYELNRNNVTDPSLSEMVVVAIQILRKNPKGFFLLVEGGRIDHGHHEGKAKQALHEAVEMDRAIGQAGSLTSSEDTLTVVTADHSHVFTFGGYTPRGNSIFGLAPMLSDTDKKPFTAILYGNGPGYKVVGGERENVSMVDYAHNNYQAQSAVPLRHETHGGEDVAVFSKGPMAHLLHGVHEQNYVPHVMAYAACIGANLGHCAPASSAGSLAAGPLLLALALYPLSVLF
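Dosing: 20 µM single point. System: human TNAP. Amount: TNAP 1/800 final. Incubation: 30 min, room temperature. Read-out: TNAP activation factor scaled between EDTA and DMSO control wells. Signal: luminescence from CDP-star hydrolysis. Medium: 1 M DEA, pH 9.8, Mg2+, Zn2+. Control set: EDTA negative control, DMSO positive control.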
FLuc stim CS = firefly luciferase counter-screen for stimulation assays | P08659 | ATPlite luciferase biochemical, luminescence, 10 min; 0 = ATP-free wells, 1 = DMSO control | activation factor at 10 µM | 200,000 tested, under 10 active | AID 1027;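 active = luciferase activation factor, scaled between plate controls, of at least 2 with compound at 10 µM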
Target sequence (P08659 whole entry, looked up): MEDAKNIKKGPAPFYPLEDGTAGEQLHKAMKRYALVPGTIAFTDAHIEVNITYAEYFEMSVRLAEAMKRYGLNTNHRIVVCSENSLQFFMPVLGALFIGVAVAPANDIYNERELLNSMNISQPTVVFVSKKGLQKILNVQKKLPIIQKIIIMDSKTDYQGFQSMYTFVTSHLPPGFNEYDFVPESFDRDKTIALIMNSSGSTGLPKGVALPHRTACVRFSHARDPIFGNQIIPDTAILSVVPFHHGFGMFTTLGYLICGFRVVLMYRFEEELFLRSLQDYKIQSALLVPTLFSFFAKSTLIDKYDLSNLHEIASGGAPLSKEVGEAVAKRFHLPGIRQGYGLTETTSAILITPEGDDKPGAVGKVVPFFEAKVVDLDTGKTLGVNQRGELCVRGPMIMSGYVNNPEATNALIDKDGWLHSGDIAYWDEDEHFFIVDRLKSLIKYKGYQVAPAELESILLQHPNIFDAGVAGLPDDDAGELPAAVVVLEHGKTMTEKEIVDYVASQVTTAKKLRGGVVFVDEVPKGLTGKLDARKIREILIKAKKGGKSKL
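System: luciferase plus luciferin reagent, cell-free; medium: PBS as buffer for the ATP substrate; dosing: test compounds dosed from 2 mM stocks in 100% DMSO; timing: 10 min post-reagent at room temperature; measured by: luminescence measurement of luciferase light output; evaluation: luciferase activation, seen as luminescence increase over controls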
TNAP inh hi DEA = inhibitors of human TNAP at high phosphate acceptor concentration; purified TNAP, CDP-star luminescence, 1 M DEA; inhibition, % at 20 µM; hit rate 0.03% among 200,000; AID 1135;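 active = over 50% inhibition of tissue-nonspecific alkaline phosphatase at 20 µM in the single-dose screen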;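 also: plate controls were DMSO wells for no effect and EDTA-quenched wells as full inhibition for full effect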
TNAP inh noacc = inhibitors of human TNAP without phosphate acceptor. AID 1012. inhibition, % at 20 µM. hit rate 0.26% among 200,000. purified TNAP, CDP-star luminescence, 30 min. P05186;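 active = tissue-nonspecific alkaline phosphatase inhibition above about 50% at 20 µM in the single-dose screen, limit read from the data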;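 also: 0% = DMSO negative control and 100% = EDTA positive control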
FLuc inh counter = Photinus pyralis luciferase inhibition counter-screen; P08659; ATPLite firefly luciferase biochemical luminescence, 10 min; inhibition, % at 10 µM; hit rate 1.5% among 200,000;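 active = inhibition above about 50% when tested at 10 µM, limit read from the data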
APP transl inh = APP translation inhibition. hit rate 0.82% among 190,000. inhibition, % at 2 µM. SH-SY5Y APP 5'UTR-luciferase reporter, luminescence;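 active = inhibition above a set limit, derived from the sample mean plus 3 SD, cut at about 45% in these data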; also: values of inactives mirror those of a sister screen read the other way
L major viab = reduces viability of Leishmania major promastigotes. hit rate 9% among 200,000. inhibition, % at 10 µM. resazurin fluorescence viability; in the data active = inhibition above about 50%;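 also: promastigotes grown with compound for 44 hours at 28 °C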
Starred values were filed as active, the others as inactive.

Screening COc1ccc(-n2c(SCC(=O)NC3CCCCC3)nc3ccsc3c2=O)cc1 returned bIAP act 0.9, RAM network inh 9.1*, bIAP inh 5, TNAP act hi DEA 1, FLuc stim CS 1.1, TNAP inh hi DEA -5, TNAP inh noacc -12, FLuc inh counter -6, APP transl inh 4 and L major viab -6.
Cn1c(CNC2CCCCC2)c(C#N)c2ccccc21 was read as bIAP act 1, RAM network inh 1.8, bIAP inh -3, TNAP act hi DEA 1, FLuc stim CS 1.1, TNAP inh hi DEA 0, TNAP inh noacc 6, FLuc inh counter -8, APP transl inh 5 and L major viab 9.
For CCc1ccc(OCC(=O)N(CC)CC)cc1 the results were bIAP act 1, RAM network inh -0.2, bIAP inh -5, TNAP act hi DEA 1, FLuc stim CS 1, TNAP inh hi DEA 1, TNAP inh noacc 6, FLuc inh counter 2, APP transl inh -16 and L major viab -7.
`CCc1nnc(NC(=O)c2cccnc2)s1` gave bIAP act 0.9, RAM network inh 0.8, bIAP inh 7, TNAP act hi DEA 1.1, FLuc stim CS 1, TNAP inh hi DEA -6, TNAP inh noacc -2, FLuc inh counter 2, APP transl inh -9 and L major viab -5.
`COc1ccc(-c2c(C)nn3c(N4CCN(Cc5ccccc5)CC4)cc(C)nc23)cc1OC` gave bIAP act 1.2, RAM network inh 0.8, bIAP inh -18, TNAP act hi DEA 1.1, FLuc stim CS 1, TNAP inh hi DEA -6, TNAP inh noacc -6, FLuc inh counter -3, APP transl inh -13 and L major viab 28.
`COc1cc(C(=S)N2CCC(C)CC2)ccc1O` gave bIAP act 1, RAM network inh 0.8, bIAP inh 3, TNAP act hi DEA 1.1, FLuc stim CS 1, TNAP inh hi DEA -6, TNAP inh noacc -9, FLuc inh counter -3, APP transl inh -8 and L major viab -6.
`CC(=O)N(CCCCN1C(=O)c2ccccc2C1=O)c1ccc(C)cc1` gave bIAP act 0.9, RAM network inh 1.5, bIAP inh 12, TNAP act hi DEA 1, FLuc stim CS 1.1, TNAP inh hi DEA -5, TNAP inh noacc -3, FLuc inh counter -11, APP transl inh -12 and L major viab 3.
For O=C(Oc1ccc(-c2ccccc2)cc1)C1C2CCCCC21 (stereo not given) the results were bIAP act 0.9, RAM network inh 6.2, bIAP inh 6, TNAP act hi DEA 1, FLuc stim CS 0.9, TNAP inh hi DEA 3, TNAP inh noacc -10, FLuc inh counter 5, APP transl inh 12 and L major viab -2.
COc1ccc(OC)c(S(=O)(=O)N2CCC(C(=O)NC(C)c3ccccc3)CC2)c1 (stereo not given) was read as bIAP act 1, RAM network inh -0.3, bIAP inh -2, TNAP act hi DEA 1.1, FLuc stim CS 1.1, TNAP inh hi DEA -5, TNAP inh noacc -20, FLuc inh counter -5, APP transl inh -28 and L major viab -2.
Screening COC1(c2ccccc2)NC(=S)NN=C1c1ccccc1 (stereo not given) returned bIAP act 0.8, RAM network inh 0.9, bIAP inh 18, TNAP act hi DEA 1, FLuc stim CS 1, TNAP inh hi DEA -3, TNAP inh noacc -2, FLuc inh counter -2, APP transl inh -12 and L major viab -7.
`Cc1nn(-c2ccccc2)c2sc(-c3n[nH]c(=S)o3)cc12` gave bIAP act 0.8, RAM network inh -0.3, bIAP inh 16, TNAP act hi DEA 1, FLuc stim CS 1.1, TNAP inh hi DEA -2, TNAP inh noacc 11, FLuc inh counter -6, APP transl inh 11 and L major viab -6.
`Cc1n[nH]c(C)c1CCN(C)Cc1cn(C)nc1-c1ccccc1F` gave bIAP act 1.1, RAM network inh 1.2, bIAP inh -11, TNAP act hi DEA 1, FLuc stim CS 1, TNAP inh hi DEA -5, TNAP inh noacc -7, FLuc inh counter -5, APP transl inh 8 and L major viab -6.
For C=CCn1c(SCC2=C(C(=O)OCC)C(C)NC(=O)N2)nnc1C1CCCCC1 (stereo not given) the results were bIAP act 1, RAM network inh 0.7, bIAP inh 2, TNAP act hi DEA 1, FLuc stim CS 1, TNAP inh hi DEA -2, TNAP inh noacc -8, FLuc inh counter -4, APP transl inh 6 and L major viab -3.
COc1cc2c(C(=O)NCCCN3CC(C)CC(C)C3)cn(CC(C)C)c(=O)c2cc1OC (stereo not given) was read as bIAP act 1.1, RAM network inh 1.2, bIAP inh -7, TNAP act hi DEA 1.1, FLuc stim CS 1.1, TNAP inh hi DEA -7, TNAP inh noacc -11, FLuc inh counter -7, APP transl inh 0 and L major viab 2.
For COC(=O)c1c(NC(=O)c2ccoc2C)sc2c1CCC2 the results were bIAP act 1, RAM network inh 7.4, bIAP inh 3, TNAP act hi DEA 1, FLuc stim CS 1, TNAP inh hi DEA 0, TNAP inh noacc -4, FLuc inh counter 1, APP transl inh 10 and L major viab -1.
COC(=O)c1ccc(NC(=O)c2ccccc2N(C)S(C)(=O)=O)cc1 was read as bIAP act 0.9, RAM network inh 2.1, bIAP inh 8, TNAP act hi DEA 1, FLuc stim CS 1.1, TNAP inh hi DEA -2, TNAP inh noacc -10, FLuc inh counter -6, APP transl inh -32 and L major viab -7.
Screening Cc1ccc(N/N=C/c2ccc(N3CCOCC3)cc2)cc1C returned bIAP act 1, RAM network inh 0.4, bIAP inh 0, TNAP act hi DEA 1, FLuc stim CS 1, TNAP inh hi DEA 2, TNAP inh noacc 1, FLuc inh counter 1, APP transl inh -18 and L major viab 33.
`CCN(CC)S(=O)(=O)c1ccc2c(c1)nc(SCn1nnc3ccccc3c1=O)n2CC` gave bIAP act 0.9, RAM network inh 5.1, bIAP inh 7, TNAP act hi DEA 1, FLuc stim CS 1, TNAP inh hi DEA -3, TNAP inh noacc -10, FLuc inh counter -3, APP transl inh 92* and L major viab -1.
Screening Cc1ccc(C(=O)c2ccc([N+](=O)[O-])cc2)cc1C returned bIAP act 0.9, RAM network inh -0.6, bIAP inh 8, TNAP act hi DEA 1, FLuc stim CS 1, TNAP inh hi DEA -1, TNAP inh noacc -4, FLuc inh counter -2, APP transl inh -2 and L major viab -3.
C=CCOC(=O)C1=C[C@@H](c2ccccc2)C[C@@H](OCc2ccc(CO)cc2)O1 was read as bIAP act 1, RAM network inh 1.5, bIAP inh 0, TNAP act hi DEA 1.1, FLuc stim CS 1, TNAP inh hi DEA -5, TNAP inh noacc 1, FLuc inh counter 0, APP transl inh 13 and L major viab 14.
`O=C(C1CCN(Cc2ccc(F)cc2)CC1)N(CCO)Cc1ccccc1` gave bIAP act 1, RAM network inh -0.6, bIAP inh 1, TNAP act hi DEA 1, FLuc stim CS 1, TNAP inh hi DEA -2, TNAP inh noacc -9, FLuc inh counter -4, APP transl inh -7 and L major viab 17.
Screening CC(C)=CCN1CCN(Cc2ccc(Oc3ncccn3)cc2)CC1CCO (stereo not given) returned bIAP act 1, RAM network inh 0.7, bIAP inh 4, TNAP act hi DEA 1, FLuc stim CS 1, TNAP inh hi DEA 0, TNAP inh noacc -4, FLuc inh counter 0, APP transl inh -9 and L major viab 0.
CCC(Sc1nc(C)cc(C)n1)C(=O)Nc1ccc(Cl)cn1 (stereo not given) was read as bIAP act 0.9, RAM network inh 0.2, bIAP inh 9, TNAP act hi DEA 1.1, FLuc stim CS 1.1, TNAP inh hi DEA -6, TNAP inh noacc -3, FLuc inh counter -10, APP transl inh -12 and L major viab 3.
`O=C(NNS(=O)(=O)c1ccc(Cl)cc1)c1ccc(S(=O)(=O)N2CCCCC2)cc1` gave bIAP act 1, RAM network inh 3.1, bIAP inh 5, TNAP act hi DEA 1, FLuc stim CS 1, TNAP inh hi DEA -1, TNAP inh noacc -14, FLuc inh counter 1, APP transl inh -2 and L major viab 0.
`O=C1C2C3C=CC(C4CC34)C2C(=O)N1/N=C/c1ccc(-c2ccc(F)cc2[N+](=O)[O-])o1` (stereo not given) gave bIAP act 0.9, RAM network inh 1.1, bIAP inh 11, TNAP act hi DEA 1, FLuc stim CS 1, TNAP inh hi DEA -5, TNAP inh noacc 5, FLuc inh counter -3, APP transl inh 8 and L major viab 2.
`Cc1ccc(Cl)cc1NC(=O)CC1NCCNC1=O` (stereo not given) gave bIAP act 0.9, RAM network inh 1.5, bIAP inh 12, TNAP act hi DEA 1.1, FLuc stim CS 1.1, TNAP inh hi DEA -7, TNAP inh noacc -9, FLuc inh counter -10, APP transl inh 1 and L major viab -3.
`Cn1c(=O)c2cc(S(=O)(=O)NC(C(=O)NCc3cccnc3)c3ccccc3)ccc2n(C)c1=O` (stereo not given) gave bIAP act 1.1, RAM network inh 0.9, bIAP inh -12, TNAP act hi DEA 1.1, FLuc stim CS 1, TNAP inh hi DEA -8, TNAP inh noacc -22, FLuc inh counter 0, APP transl inh 9 and L major viab -2.
For CC(O)/C=C/c1cccc[n+]1C (stereo not given) the results were bIAP act 0.9, RAM network inh -0.3, bIAP inh 9, TNAP act hi DEA 1, FLuc stim CS 1, TNAP inh hi DEA -1, TNAP inh noacc -3, FLuc inh counter 3, APP transl inh 4 and L major viab -4.
Cc1ccc(Cn2c(SCC(C)C)nc3c2c(=O)n(C)c(=O)n3C)cc1 was read as bIAP act 1.1, RAM network inh 6.0, bIAP inh -12, TNAP act hi DEA 1.1, FLuc stim CS 0.9, TNAP inh hi DEA -6, TNAP inh noacc -7, FLuc inh counter 7, APP transl inh -6 and L major viab 21.
CCn1c(C)nc2cc(C(=O)NNS(=O)(=O)c3c(C)c(C)cc(C)c3C)ccc21 was read as bIAP act 1.1, RAM network inh 0.0, bIAP inh -6, TNAP act hi DEA 1, FLuc stim CS 1.1, TNAP inh hi DEA 0, TNAP inh noacc -8, FLuc inh counter -5, APP transl inh -1 and L major viab -10.

For reference, part of the list above:
COC(=O)c1ccc(NC(=O)c2ccccc2N(C)S(C)(=O)=O)cc1 was read as bIAP act 0.9, RAM network inh 2.1, bIAP inh 8, TNAP act hi DEA 1, FLuc stim CS 1.1, TNAP inh hi DEA -2, TNAP inh noacc -10, FLuc inh counter -6, APP transl inh -32 and L major viab -7.
Screening Cc1ccc(N/N=C/c2ccc(N3CCOCC3)cc2)cc1C returned bIAP act 1, RAM network inh 0.4, bIAP inh 0, TNAP act hi DEA 1, FLuc stim CS 1, TNAP inh hi DEA 2, TNAP inh noacc 1, FLuc inh counter 1, APP transl inh -18 and L major viab 33.
`CCN(CC)S(=O)(=O)c1ccc2c(c1)nc(SCn1nnc3ccccc3c1=O)n2CC` gave bIAP act 0.9, RAM network inh 5.1, bIAP inh 7, TNAP act hi DEA 1, FLuc stim CS 1, TNAP inh hi DEA -3, TNAP inh noacc -10, FLuc inh counter -3, APP transl inh 92* and L major viab -1.
Screening Cc1ccc(C(=O)c2ccc([N+](=O)[O-])cc2)cc1C returned bIAP act 0.9, RAM network inh -0.6, bIAP inh 8, TNAP act hi DEA 1, FLuc stim CS 1, TNAP inh hi DEA -1, TNAP inh noacc -4, FLuc inh counter -2, APP transl inh -2 and L major viab -3.
